S100A4 MyoIIA = inhibitors of human S100A4 binding to myosin IIA peptide. P26447. S100A4/TAMRA-MyoIIA peptide fluorescence polarization. inhibition, % at 10.7 µM. hit rate 0.14% among 360,000. AID 652163;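 active = mean inhibition of at least 70% across replicates, with every replicate also reaching that level; inconclusive = mean inhibition reaches 70% but some replicates fall short; inactive = mean inhibition below 70%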
Target sequence (P26447 whole entry, looked up): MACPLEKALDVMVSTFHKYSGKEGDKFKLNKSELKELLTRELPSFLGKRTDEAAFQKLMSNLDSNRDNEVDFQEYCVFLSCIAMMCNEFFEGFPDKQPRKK
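Material: S100A4 monomer protein / Buffer or medium: 50 mM HEPES pH 7.2, 10 mM CaCl2, 100 mM KCl / Times: 5 min incubation before reading / Benchmarks: neutral control DMSO, positive control TFP / Reagent: labelled myosin peptide probe, 5 nM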
XiGFP reactiv = reactivates the inactive X chromosome in mouse fibroblasts; XiGFP mouse fibroblasts, % GFP-positive cells imaging, 3 d; cells co-treated with 5-aza-dC sensitizer; scaled so ellipticine positive control = 100%; activation, % at 7.58 µM; hit rate 0.055% among 360,000;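 active = mean normalized replicate activation at least 10% and every replicate at or above 10%; inconclusive = only one of the two criteria met; inactive = mean below 10% and not all replicates reach 10%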;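 note: 0% = median of on-plate neutral control wells and 100% = ellipticine 6 µM median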
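Material: SV40-immortalized XiGFP fibroblast cells, line 68-5-11 | Buffer or medium: DMEM containing 5-aza-dC | Dosing: One concentration, pinned | Times: 3 d treatment, 15 min room-temperature fixation | Controls: Ellipticine 6 µM positive control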
RAD52 inh = inhibitors of human RAD52 DNA annealing. recombinant RAD52 DNA annealing, FRET fluorescence. inhibition, % at 18.7 µM. hit rate 0.46% among 360,000;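 active = every replicate showing at least 50% inhibition; inconclusive = mean inhibition at least 50% but not in every replicate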
ERp5 block = inhibitors of human ERp5 | Q15084 | ERp5 insulin aggregation, absorbance 650 nm, 90 min | inhibition, % at 9.99 µM | hit rate 0.05% among 350,000 | AID 651711;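 active = mean replicate inhibition above about 25%, with every replicate also reaching it, limit read from the data, passing the limit was not always enough; inconclusive = only one of those two criteria met; inactive = neither criterion met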
RAD54 branch = inhibitors of human RAD54 branch migration; RAD54 Holliday junction branch migration, FAM/BHQ fluorescence; hit rate 0.14% among 360,000; Q92698; AID 602329; inhibition, % at 10.4 µM;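 active = mean normalized replicate activity at least 40 and at least half of replicates scoring 40 or more; inconclusive = only one of the two criteria met; inactive = mean below 40 and under half of replicates reaching 40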;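 note: 0% = median of neutral control wells and 100% = median of positive control wells; inhibitors cause a drop in the FAM fluorescence signal; in these data hits start at about 50%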
E-sel inducer = E-selectin induction on HUVECs; activation, % at 7.58 µM; hit rate 0.37% among 260,000; P16581; AID 686992; HUVEC E-selectin immunofluorescence imaging; normalized: neutral wells 0, TNF-alpha wells 100;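 active = mean E-selectin-positive cell signal at least 10% of the positive control, reached in at least 60% of replicates, without over 20% cell loss; inconclusive = no rule given, readout overlaps actives, possibly toxicity-flagged; inactive = the rest, including those meeting only one limit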;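 note: in these data hits start at about 27%; measured in HUVEC primary endothelial cells; signal is the percent of cells scored E-selectin positive by PE staining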
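Assay system: HUVEC, human umbilical vein endothelial cells / Amount: 3,000 HUVEC/well / Controls: TNF-alpha positive control, DMSO neutral control / Compound dosing: single concentration / Medium: EGM-2 over gelatin coat / Evaluation: percent E-selectin-positive cells / Signal: immunofluorescence imaging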
ERAP1 HTS inh = ERAP1 (human) enzyme inhibition | Q9NZ08 | recombinant ERAP1, Leu-AMC fluorescence, 60 min | inhibition, % at 10.7 µM | hit rate 0.15% among 340,000 | AID 652197;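 active = mean replicate inhibition of at least 30%, or all replicates individually reaching that 30% level; inactive = mean below 30% and not every replicate reaching it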;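 note: 0% = neutral control wells and 100% = L-leucinethiol positive control wells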
Target sequence (Q9NZ08 whole entry, looked up): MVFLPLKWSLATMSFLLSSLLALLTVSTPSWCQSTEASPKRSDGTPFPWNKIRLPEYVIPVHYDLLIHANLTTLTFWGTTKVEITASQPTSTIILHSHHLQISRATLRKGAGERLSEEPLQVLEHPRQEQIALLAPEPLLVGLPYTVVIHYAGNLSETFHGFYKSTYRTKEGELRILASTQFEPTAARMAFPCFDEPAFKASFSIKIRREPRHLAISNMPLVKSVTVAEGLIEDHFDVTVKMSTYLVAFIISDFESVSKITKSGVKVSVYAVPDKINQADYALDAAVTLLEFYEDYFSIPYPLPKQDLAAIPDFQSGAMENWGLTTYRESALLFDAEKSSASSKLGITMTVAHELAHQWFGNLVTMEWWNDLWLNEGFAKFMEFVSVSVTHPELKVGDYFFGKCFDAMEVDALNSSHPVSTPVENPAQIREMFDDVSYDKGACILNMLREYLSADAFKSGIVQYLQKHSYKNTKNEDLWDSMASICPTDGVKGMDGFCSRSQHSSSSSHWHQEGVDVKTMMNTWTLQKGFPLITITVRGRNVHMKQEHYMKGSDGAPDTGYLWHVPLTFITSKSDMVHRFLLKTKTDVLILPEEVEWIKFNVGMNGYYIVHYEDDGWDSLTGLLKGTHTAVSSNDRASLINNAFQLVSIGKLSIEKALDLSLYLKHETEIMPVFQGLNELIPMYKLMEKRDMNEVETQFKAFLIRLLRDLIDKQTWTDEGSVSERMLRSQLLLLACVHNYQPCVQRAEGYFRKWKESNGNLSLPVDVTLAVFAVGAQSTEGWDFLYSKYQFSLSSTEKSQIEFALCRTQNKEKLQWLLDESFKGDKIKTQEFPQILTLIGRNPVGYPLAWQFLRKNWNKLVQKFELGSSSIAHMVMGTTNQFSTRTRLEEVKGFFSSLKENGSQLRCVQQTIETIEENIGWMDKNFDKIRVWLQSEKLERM
esBAF inh = inhibitors of esBAF chromatin remodeling in mouse ES cells. Bmi1-luciferase knock-in reporter, 24 h; 100% = twice the neutral-well signal. reporter increase, % at 12.5 µM. hit rate 2% among 350,000. AID 602393; in the data active = activation above about 40%; inconclusive = no clear call, values can overlap the other calls;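 note: 0% = median of the plate's neutral control wells and 100% = double that signal; a rise in the Bmi1 reporter signal indicates esBAF inhibition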
Numbers without * were called inactive; ? = inconclusive; / = no result given; & = joins results of further samples.

SMILES,E-sel inducer,esBAF inh,ERp5 block,XiGFP reactiv,RAD52 inh,ERAP1 HTS inh,RAD54 branch,S100A4 MyoIIA
Cc1cccc(C(=O)N(Cc2cccs2)C2CCS(=O)(=O)C2)c1 (configuration not stated),/,-3,-1,0.1,-4,-3,-3,-1
CO[C@@H]1CN(C)C(=O)c2cc(NC(C)=O)ccc2OC[C@@H](C)N(Cc2ccccn2)C[C@@H]1C,1.7,-1,-7,0.3,1,-1,-4,8
CCOc1ccc(C(C)NC(=S)NCc2ccc(F)cc2)cc1 (configuration not stated),-0.1,-8,-15,0.4,-12,3,-9,-10
CCOC(=O)N1CCN(C(=O)/C(=C/c2cccc3ccccc23)NC(=O)c2ccc(OC)c(OC)c2)CC1,/,/,4,0.0,-22,1,1,7
CCCNC(=O)C[C@H]1CC[C@H]2[C@@H](COc3ccc(NC(=O)CC)cc3C(=O)N2C)O1,0.0,-8,3,0.1,1,-2,6,9
COc1ccc(-n2cc(CN(C)C(C)c3ccncn3)c(-c3cccc(F)c3)n2)cc1 (configuration not stated),-0.3,1,4,-0.3,-8,3,14,2
CCCc1c(C)nc(N2CCN(c3ccccc3F)CC2)[nH]c1=O,/,4,-2,0.1,-4,-2,-8,-26
CCOc1ccc(N=C2NC(=O)C(CC(=O)Nc3ccccc3)S2)cc1 (configuration not stated),0.0,10,-3,0.2,-1,1,-5,14
O=c1oc(Nc2cccc(Cl)c2)nc2ccccc12,4.2,/,-4,0.2,-7,-14,/,1
COc1cc(C(=O)Nc2ccc3c(c2)OCO3)c([N+](=O)[O-])cc1OC,2.7,/,-5,0.0,-2,4,11,-2
CCOC(CNC(=O)c1ccc2c(c1)ncn2-c1ccccc1OC)OCC,0.0,-4,4,0.0,-4,-3,-17,-1
COc1ccc(S(N)(=O)=O)cc1C(=O)OCC(=O)Nc1ncc(Cl)c(C)c1Cl,-0.2,/,1,-0.1,-16,0,-3,-5
CCCN(C)C[C@H]1OCCCC[C@@H](C)Oc2ccc(NC(=O)CCCN(C)C)cc2C(=O)N([C@@H](C)CO)C[C@H]1C,0.0,-6,2,0.2,11,3,2,5
O=C(c1ccc(Cl)cc1)C1CCCN(Cc2cccn2-c2cccnc2)C1 (configuration not stated),/,/,-1,0.0,-21,-3,/,5
O=c1c2ccccc2c(C=Nc2ccc(O)cc2)c(O)n1Cc1ccccc1,4.7,?,8,0.4,-202,1,0,0
CCCCc1ccc(NC(=O)c2ccc(NS(C)(=O)=O)cc2)cc1,1.1,-5,-3,0.0,1,-4,8,-3
Clc1ccc(-c2ccnc(-n3cccc3)n2)s1,/,5,2,0.0,-23,1,1,4
CC(C)[C@@H](N)C(=O)NC[C@H]1O[C@@H](n2cnc3c(N)ncnc32)[C@H](O)[C@@H]1O,-0.1,9,5,0.0,-21,-5,15,6
OCCCn1c(C2CCCN2c2nc(-c3ccc(Cl)cc3)cs2)nc2cc(Cl)c(N3CCCCC3)cc21 (configuration not stated),0.6,1,-1,0.0,-20,2,0,-1
CCCS(=O)(=O)NC(=O)C1(C)CCN(C(=O)c2cccc(C)c2C)C1 (configuration not stated),0.3,-1,-3,0.0,-3,9,-28,-3
CCCCN(C(=O)COC(=O)c1ccc(C)s1)c1c(N)n(CCC)c(=O)[nH]c1=O,-1.7,/,-8,0.1,4,0,/,0
COc1ccccc1NC(=O)NNC(=O)c1ccc2ccccc2c1,-0.5,1,1,0.2,3,2,2,8
O=C(Nc1ccc(NC(=O)C2CC2)cc1)c1ccco1,/,37,-6,0.0,-14,1,/,-1
CCOc1ccccc1NC(=O)CCS(=O)(=O)c1ccc2c(c1)CCN2C(C)=O,/,-6,4,0.1,-15,1,0,5
Clc1ccc(-c2nc(C3CCCCC3)no2)cc1,/,76*,1,0.0,-5,3,-7,-1
CC(C)(C)[S@](=O)N1Cc2cc(C(=O)NCc3ccccc3F)nc(-c3cccc(-c4ccncc4)c3)c2[C@@H]1CCO,-0.1,7,-2,0.0,22,3,9,-28
C[C@@H]1CN([C@H](C)CO)C(=O)c2cccc(NS(=O)(=O)c3cccs3)c2O[C@@H]1CN(C)Cc1ccc2c(c1)OCO2,2.7,9,0,-0.9,-10,5,3,-12
CC(C)NC(=O)N(C)C[C@H]1OCCCC[C@@H](C)Oc2ccc(NC(=O)c3ccncc3)cc2C(=O)N([C@@H](C)CO)C[C@@H]1C,-0.3,0,-1,0.3,-16,-1,-3,-10
CCCNC(=O)CSc1nc2ccccc2c(=O)n1CCC,0.4,/,1,0.5,8,-1,/,5
CN(C)S(=O)(=O)c1cccc(NC(=O)COC(=O)CCOc2ccccc2)c1,4.8,-2,7,-0.2,-2,0,0,1
Cc1ccc(-c2csc(N=C(N)N)n2)c(C)c1,/,/,2,0.1,1,-2,8,-3
O=C(COC(=O)Cc1ccsc1)Nc1ccc(Br)cc1F,-0.1,-2,-3,0.4,-5,-3,/,-3
CN(Cc1ccccc1)C(=O)c1[nH]cnc1C(=O)N[C@@H](Cc1ccccc1)C(=O)OC(C)(C)C,/,-3,6,0.0,-1,5,-3,-6
CSCC[C@H](NC(=O)c1ccc(OCC2CCCO2)cc1)c1nc2ccccc2[nH]1 (some centres not stated),0.1,12,-3,0.1,-19,-5,-14,4
Cc1ccc(SC(C)C(=O)NC2CC2)cc1 (configuration not stated),-1.2,/,-2,0.1,-5,-2,7,-1
CCCSC1=C(C#N)C(c2cccs2)CC(=O)N1 (configuration not stated),4.2,-9,3,0.4,-13,7,/,-6
CCCOc1ccc(C(NC(=O)CC(C)C)NC(=O)CC(C)C)cc1OC,1.6,-1,/,0.0,/,/,3,/
Cc1ccc(S(=O)(=O)N2CCC(C(=O)OCC(=O)N3CCCCC3C)CC2)cc1C (configuration not stated),0.3,/,-5,0.0,-6,-2,/,18
C[C@H]1CN([C@@H](C)CO)C(=O)c2cc(NS(=O)(=O)c3cn(C)cn3)ccc2O[C@@H]1CN(C)Cc1ccc(Cl)c(Cl)c1,-7.2,4,-2,0.8,-8,1,-2,-12
CS(=O)(=O)N1CCC(C(=O)NCCN2CCN(Cc3ccccc3)CC2)CC1,/,-1,1,/,-28,-1,-9,-8
O=C(NCC[C@H]1CC[C@H](NC(=O)C2CCC2)[C@@H](CO)O1)c1ccc(F)cc1,0.0,2,-9,-1.0,-5,1,1,-6
COc1ccc(S(=O)(=O)N[C@H]2CC[C@@H](CCn3cc(-c4ccccc4F)nn3)O[C@@H]2CO)cc1,-0.3,1,-1,0.7,-10,0,9,21
CC(C)CC1(C(=O)NCc2ccccn2)C=CCN1C(=O)c1ccccc1 (configuration not stated),0.0,-8,2,0.0,-19,0,-6,-4
O=C(CSc1ccsc1[N+](=O)[O-])N1CCCCC1,/,/,3,0.0,0,4,/,-2
c1cc(-c2ccc(C3[C@H]4CNC[C@@H]3N4Cc3nccs3)cc2)ccn1 (some centres not stated),-0.1&-0.1,/,-2&9,0.0&0.2,14&29,-1&-1,/,9&-1
O=C(NCCCCNC(=O)c1ccccn1)c1ccccn1,/,-14,-2,-0.1,-9,5,1,-3
COCC(=O)N1C[C@H](C)[C@H](OC)CN(C)C(=O)c2ccc(NC(=O)c3ccc(F)cc3)cc2OC[C@H]1C,-0.1,1,0,0.3,4,-1,-14,-2
C[C@@H]1CCCCO[C@H](CN(C)Cc2ccc(C(=O)Nc3ccccc3N)cc2)[C@@H](C)CN([C@H](C)CO)C(=O)c2cc(NS(=O)(=O)c3ccccc3)ccc2O1,/,/,-4,0.0,-13,-2,/,7
CCOC(=O)C1CCCN(C(=O)c2cc3c(=O)n4ccccc4nc3s2)C1 (configuration not stated),0.0,6,-3,0.1,-24,-39,3,3
Cc1c(NS(=O)(=O)c2ccc(Br)cc2)c(=O)n(-c2ccccc2)n1C,/,1,3,0.0,-5,1,-5,1
Fc1ccc(Oc2ncccn2)c(F)c1,/,-2,2,0.1,-14,-2,0,-1
O=[N+]([O-])c1ccc(S(=O)(=O)NCC(c2cccnc2)N2CCc3ccccc32)cc1 (configuration not stated),-1.4,-3,2,0.1,19,6,-1,-7
CC(C)CC#Cc1ccc2c(c1)O[C@@H](CN(C)CC1CCOCC1)[C@H](C)CN([C@H](C)CO)S2(=O)=O,0.7,-4,-3,-1.3,15,-1,1,-17
C[C@H]1CN([C@@H](C)CO)S(=O)(=O)c2ccc(C#Cc3ccncc3)cc2O[C@@H]1CN(C)C(=O)C1CCCCC1,-0.2,-4,4,-1.3,18,-5,-8,-2
O=C(OCCN=C1NS(=O)(=O)c2ccccc21)c1ccccc1F,/,-3,1,0.5,-9,-2,-3,-9
COCCNC(=O)C1CCCN(C(=O)c2cc(C(C)(C)C)nn2C)CC1 (configuration not stated),0.1,-10,-5,0.1,-9,0,1,-5
CCCC#Cc1ccc2c(c1)O[C@H](CN(C)C(=O)c1ccncc1)[C@H](C)CN([C@@H](C)CO)S2(=O)=O,0.3,0,0,-0.2,11,0,12,0
N#C[C@@H]1N[C@H](CO)[C@@H]1c1ccc(C#Cc2ccccc2F)cc1,-0.3,21,0,-0.1,-14,3,3,-1
O=C(CSc1nncs1)NNC(=O)c1ccco1,/,-4,7,-0.1,-23,6,1,3
O=C(C[C@H]1CC[C@@H](NC(=O)CN2CCOCC2)[C@@H](CO)O1)NCc1cccc(F)c1,0.1,2,0,-0.1,8,-2,-10,1

Continuation:
SMILES,E-sel inducer,esBAF inh,ERp5 block,XiGFP reactiv,RAD52 inh,ERAP1 HTS inh,RAD54 branch,S100A4 MyoIIA
Cc1ccc(NC(=O)COC(=O)CCc2c(C)nc3nc(N)nn3c2C)cc1C,/,-6,9,0.0,-42,4,4,2
C[C@@H]1CN([C@H](C)CO)C(=O)c2cc(NC(=O)CCCN(C)C)ccc2O[C@H]1CN(C)Cc1ccncc1,-0.1,-1,-2,0.7,-9,0,2,7
O=C(N[C@@H]1CC[C@@H](CCNS(=O)(=O)c2ccc(Cl)cc2)O[C@H]1CO)c1cnccn1,0.3,-4,2,-0.3,-4,1,5,3
FC(F)(F)c1nc2nc(Cl)c(Cl)nc2[nH]1,0.0,/,3,0.1,-2,2,/,0
Oc1c(CN2CCCC(C(F)(F)F)C2)cc(Cl)c2ccccc12 (configuration not stated),/,-8,-7,0.0,-1,4,3,-4
O=C(Nc1ccc(CN2CCCCC2)cc1)c1cccc(F)c1,-0.1,2,2,0.3,-17,6,2,4
COc1cccc(C2CC(c3cccs3)=NN2C(=O)CSC2=NN3CCCC(=O)N=C3S2)c1OC (configuration not stated),-0.3,-1,-2,0.1,-7,0,-2,-1
